# Myeloid diff MLP: myeloid differentiation induction. ER-HoxA9 myeloid progenitors, lysozyme-GFP differentiation, flow cytometry. calls only at 10 µM. 1% of 360,000 active. AID 624256;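 active = normalized GFP-positive differentiation at or above the plate's own cutoff, the solvent-only control mean plus 3 SD; inconclusive = no clear call, values can overlap the other calls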;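 also: cells exposed to compound for four days before flow analysis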
# NS5 inhibitors: Dengue-2 NS5 methyltransferase inhibitors, primary screen, biochemical, confirmation dose response (AID 588689); Dengue-2 NS5 methyltransferase capping enzyme assay, biochemical; higher % means a stronger effect; inhibition, % at 25 µM, or IC50 in µM where a hit was titrated; 0.3% of 340,000 active; in the data active = a potency from the dose series; inconclusive = inhibition above about 29% without an active follow-up result
# NS5 inhibitors pilot replicate: second read-out of NS5 inhibitors, no call of its own (marks repeat the call); inhibition, %; measured here: pilot screen replicate inhibition
# Myeloid diff MLP GFP+ MAC1+ %: second read-out of Myeloid diff MLP, no call of its own (marks repeat the call); GFP+ MAC1+ double positive, %; measured here: differentiation confirmed by MAC1 staining
# * marks the source's active call; other numbers are inactive results; i = inactive; ? = inconclusive; . = not tested or not shown; + = active, no number. The list is partial (hit frequency here may not be typical).
SMILES,Myeloid diff MLP,Myeloid diff MLP GFP+ MAC1+ %,NS5 inhibitors,others
CC1CCCN(S(=O)(=O)c2ccc(NC(=O)C3CCN(C(=O)C(C)(C)C)CC3)cc2)C1 (stereo unspecified),i,1.3,4%,
N/C(=N/O)c1nc(N2CCCC2)nc(N2CCCC2)n1,i,0.9,5%,
COc1cccc(-c2c(-c3cc(OC)cc(OC)c3)n(C)c3ccc(-c4ccc5[nH]ccc5c4)cc23)c1,i,0.7,2%,
CCN(C(=O)CSc1nc2cc(Cl)ccc2c(=O)n1CC(C)C)C1CCS(=O)(=O)C1 (stereo unspecified),i,0.6,-3%,
CC(Oc1ccc(Br)cc1)C(=O)NC1CCN(Cc2ccccc2)CC1 (stereo unspecified),i,0.3,-4%,
O=C(NNC(=S)NC(=O)c1ccc(F)cc1)c1ccncc1,i,0.9,0%,
Cc1ccccc1C1=C/C(=C(\SS/C(C(=O)c2ccc(OCC(=O)O)c(Cl)c2Cl)=C2\C=C(c3ccccc3C)SS2)C(=O)c2ccc(OCC(=O)O)c(Cl)c2Cl)SS1,i,0.7,9.3µM*,
CC1=NN(c2cc(Cl)c(S(=O)(=O)O)cc2Cl)C(=O)C1,i,0.9,23%,
COC(=O)[C@@H](NS(=O)(=O)c1cc(Br)ccc1Br)C(C)C,i,0.6,-4%,
COc1ccc(-n2c(SCCC#N)nnc2-c2cc(Cl)ccc2OC)cc1Cl,i,2.2,-6%,
COc1ccc(-c2ccc3[nH]c4c(c3c2)CCN2C[C@@H]([C@H](C)O)[C@@H](N(C)C(=O)Nc3cc(Cl)cc(Cl)c3)C[C@@H]42)cc1,+,2.4*,-4%,
Cc1cc(NC(=O)CSc2nccn2-c2cccc(F)c2)no1,i,1.2,3%,
O=C(CN1CCN(CC(=O)c2ccc(Cl)cc2)CC1)c1ccc(Cl)cc1,i,1.0,1%,
COc1ccccc1CCNC(=O)C1CC(=O)N(c2ccccc2F)C1 (stereo unspecified),i,0.7,-3%,
CCOc1ccc(NS(=O)(=O)c2ccc3[nH]cc(C(=O)NC(C)CC)c(=O)c3c2)cc1 (stereo unspecified),i,0.6,-2%,
C=CC[C@H](CC(=O)NCCO)C(=O)NC[C@@H](OC(=O)[C@@H](CC=C)Cc1ccc(F)cc1)c1ccccc1,i,1.1,-10%,
CC(=O)c1ccc(OCC(=O)OCC(=O)c2ccc(S(=O)(=O)N3CCCCC3)cc2)cc1,i,0.7,-2%,
CC1(c2cccc(Br)c2)NC(=O)N(CC(=O)c2ccc3c(c2)OCCO3)C1=O (stereo unspecified),i,0.9,0%,
CCn1ccc(=O)c2cc3c(cc21)OCO3,i,2.6,-2%,
CCCCn1c(N)c(N(CCOC)C(=O)COC(=O)COc2cc(C)c(Cl)cc2C(C)C)c(=O)[nH]c1=O,i,1.5,0%,
COc1ccc([C@H]2CC(=O)C=C(c3ccc4ccn(C)c4c3)C2)cc1,i,3.1,-3%,
COc1cc(OC)cc(C(=O)NNC(=O)CCNS(=O)(=O)c2ccc(Br)cc2)c1,i,1.1,-8%,
CC1(C(=O)N/N=C/c2c(F)c(F)c(F)c(F)c2F)CC1(Cl)Cl (stereo unspecified),i,0.0,0%,
O=S(=O)(Nc1ccc(-n2cnnn2)cc1)c1cccc(Cl)c1,i,0.6,6%,
C[C@H](CO)N1C[C@H](C)[C@@H](CN(C)S(=O)(=O)c2ccccc2C#N)OCc2cnnn2CCCC1=O,i,1.0,-2%,
CC(C)(C)[C@@H]1COC(=O)[C@H](Cc2ccc(F)cc2)C/C=C\C[C@H](CC(=O)N(CCO)Cc2ccccc2)C(=O)N1,i,0.7,-5%,
COc1cccc(CNC(=O)c2ccc(F)c(S(=O)(=O)N3CCCCC3)c2)c1,i,1.0,-3%,
COc1ccc(COCC(O)CN2CCN(S(=O)(=O)c3ccc(C(C)C)cc3)CC2)cc1 (stereo unspecified),i,0.1,-3%,
O=C(OCC(=O)N1CCc2ccccc21)[C@@H]1CC(O)CN1S(=O)(=O)c1ccc(Cl)cc1 (stereo partly specified),i,0.2,-3%,
COc1ccc(CNC(=O)CN2C(=O)c3ccccc3S2(=O)=O)cc1,i,1.1,0%,

# 11 structures out of the list, sorted by number of heavy atoms, lowest first.
SMILES,Myeloid diff MLP,Myeloid diff MLP GFP+ MAC1+ %,NS5 inhibitors,others
CCn1ccc(=O)c2cc3c(cc21)OCO3,i,2.6,-2%,
CC1(C(=O)N/N=C/c2c(F)c(F)c(F)c(F)c2F)CC1(Cl)Cl (stereo unspecified),i,0.0,0%,
COc1ccc([C@H]2CC(=O)C=C(c3ccc4ccn(C)c4c3)C2)cc1,i,3.1,-3%,
O=C(CN1CCN(CC(=O)c2ccc(Cl)cc2)CC1)c1ccc(Cl)cc1,i,1.0,1%,
CC1(c2cccc(Br)c2)NC(=O)N(CC(=O)c2ccc3c(c2)OCCO3)C1=O (stereo unspecified),i,0.9,0%,
COc1cc(OC)cc(C(=O)NNC(=O)CCNS(=O)(=O)c2ccc(Br)cc2)c1,i,1.1,-8%,
CCOc1ccc(NS(=O)(=O)c2ccc3[nH]cc(C(=O)NC(C)CC)c(=O)c3c2)cc1 (stereo unspecified),i,0.6,-2%,
COc1ccc(COCC(O)CN2CCN(S(=O)(=O)c3ccc(C(C)C)cc3)CC2)cc1 (stereo unspecified),i,0.1,-3%,
C[C@H](CO)N1C[C@H](C)[C@@H](CN(C)S(=O)(=O)c2ccccc2C#N)OCc2cnnn2CCCC1=O,i,1.0,-2%,
C=CC[C@H](CC(=O)NCCO)C(=O)NC[C@@H](OC(=O)[C@@H](CC=C)Cc1ccc(F)cc1)c1ccccc1,i,1.1,-10%,
CC(C)(C)[C@@H]1COC(=O)[C@H](Cc2ccc(F)cc2)C/C=C\C[C@H](CC(=O)N(CCO)Cc2ccccc2)C(=O)N1,i,0.7,-5%,

# Entries shown so far that contain a tert-butyl group (two):
SMILES,Myeloid diff MLP,Myeloid diff MLP GFP+ MAC1+ %,NS5 inhibitors,others
CC1CCCN(S(=O)(=O)c2ccc(NC(=O)C3CCN(C(=O)C(C)(C)C)CC3)cc2)C1 (stereo unspecified),i,1.3,4%,
CC(C)(C)[C@@H]1COC(=O)[C@H](Cc2ccc(F)cc2)C/C=C\C[C@H](CC(=O)N(CCO)Cc2ccccc2)C(=O)N1,i,0.7,-5%,

# Other compounds.
SMILES,Myeloid diff MLP,Myeloid diff MLP GFP+ MAC1+ %,NS5 inhibitors,others
CC(C)CCN1CCC(CN2C(=O)C(=O)NC[C@@H]2Cc2ccccc2)CC1,i,1.5,-12%,NS5 inhibitors pilot replicate=-0.9
CC(=O)c1cccc(NC(=O)C(C)OC(=O)c2ccc3ncsc3c2)c1 (stereo unspecified),+,2.2*,3%,
CCC(C)NC(=O)c1ccc(Cl)c(S(=O)(=O)Nc2ccccc2N2CCOCC2)c1 (stereo unspecified),i,1.3,-4%,
COc1ccc2oc(C(=O)N(C)Cc3ccc4c(c3)OCCO4)c(C)c2c1,i,0.8,-13%,
C[C@@H]1CN([C@@H](C)CO)C(=O)c2cc(Br)cnc2O[C@H]1CN(C)Cc1cccc(C(=O)O)c1,i,2.4,-3%,
CCN(CC(=O)Nc1c(F)cccc1F)C(=O)C1=COCCO1,i,0.8,1%,
CCCCCN=C(N)N/N=C/c1c[nH]c2ccc(OC)cc12,i,3.2,-6%,
COc1cc(OC)c2c(-c3cccc(-c4sccc4C(C)=O)c3)cc(=O)oc2c1,?,.,-3%,NS5 inhibitors pilot replicate=-1.8
O=C(Nc1ccc2c(c1)N(S(=O)(=O)c1cccs1)CCC2)c1c(F)cccc1Cl,i,0.9,-3%,
CCCOc1ccc(NC(=O)CC2C(=O)Nc3ccccc3N2CC(=O)N2CCCC2)cc1 (stereo unspecified),i,1.3,-2%,
COc1ccccc1C(C)NC(=O)c1ccccc1SCC(=O)N1CCCC1 (stereo unspecified),i,0.9,4%,
O=C(CCCCCCCCC(=O)N1CCCCC1)N1CCCCC1,i,0.7,-2%,
Cc1ccccc1NC(=O)COC(=O)C1=COCCO1,i,0.3,1%,
CCCC[C@@H]1C=C(C(=O)O)[C@H](c2ccc(Cl)c(Cl)c2)N1S(=O)(=O)c1ccc(C)cc1,i,0.8,15%,NS5 inhibitors pilot replicate=11
O=C(CCC(=O)c1cccs1)NCc1cccc(Cl)c1,i,1.1,4%,
COc1ccccc1C(=O)OCc1c(-c2ccccc2)ncc2ccccc12,i,4.2,-7%,NS5 inhibitors pilot replicate=-5.7
Cc1ccc(C(=O)NCC(=O)OCc2cccc(Br)c2)cc1,i,0.7,-7%,
CCCN(C(=O)/C=C/c1ccc(S(=O)(=O)N(CC)CC)cc1)C1CCS(=O)(=O)C1 (stereo unspecified),i,0.2,3%,
CN(C)S(=O)(=O)c1cccc(C(=O)Nc2ccc(C(=O)Nc3cccc(S(N)(=O)=O)c3)cc2)c1,i,0.8,-5%,
COc1ccc(-n2c(-c3ccc(C(C)(C)C)cc3)n[nH]c2=S)c(OC)c1,i,0.7,-18%,
Nc1c(Cl)c(Cl)nc(C(=O)OCC(=O)N2CCCC2=O)c1Cl,i,0.3,-4%,
Cc1ccnc(NC(=O)CCC(=O)c2cccs2)c1,i,0.5,1%,
O=C(Nc1ccccc1)[C@@H]1CC=C[C@@H]2CCN(Cc3ccc(Cl)c(Cl)c3)C(=O)[C@@H]21,i,1.0,-8%,
COc1ccc(C)cc1NC(=O)COC(=O)C1COc2ccccc2O1 (stereo unspecified),i,0.5,0%,
COc1ccc(C(=O)Nc2ncccc2C)cc1S(=O)(=O)N1CCOCC1,i,0.8,-1%,
c1ccc(CNc2ncn[nH]2)cc1,i,0.6,-2%,
CSC1=C(C#N)C2(CCCCC2)C(C(=O)Nc2ccccc2)=C(C)N1,i,0.2,2%,
CCN(CC(=O)Nc1c(F)cccc1F)C(=O)c1ccc(S(=O)(=O)N2CCCC2)cc1,i,0.4,3%,
CC(OC(=O)c1ccc(Cl)cc1)C(=O)NCC1CCCCC1 (stereo unspecified),i,0.2,2%,
COc1ccc2oc(C(=O)OCC(=O)NCc3ccccc3OC)c(C)c2c1,i,1.0,7%,
CN1CCN(C2Cc3cc(Cl)ccc3Sc3cc(F)ccc32)CC1 (stereo unspecified),i,0.4,-3%,
O=[N+]([O-])c1cccc(C2Nc3ccccc3CO2)c1 (stereo unspecified),i,0.6,7%,
O=C(CN1C(=O)NC2(CCCCC2)C1=O)Nc1cccc(Cl)c1Cl,i,0.3,-4%,
CSc1ccccc1OCc1cc(C(=O)NCC(C)Oc2cccnc2)no1 (stereo unspecified),i,0.1,5%,
CCCCc1ccc(NC(=O)CSc2nc(=O)n(CCCN3CCOCC3)c3c2CCC3)cc1,i,0.2,1%,
CCCC(C(=O)Nc1ccc(C)c(S(=O)(=O)N2CCOCC2)c1)c1ccccc1 (stereo unspecified),i,0.5,-1%,
CCCCn1c(N)c(N(CC(C)C)C(=O)CN2C(=O)NC3(CCC(C(C)(C)CC)CC3)C2=O)c(=O)[nH]c1=O (stereo unspecified),i,0.1,-2%,
CC1CCCC(NC(=O)COC(=O)c2ccc([N+](=O)[O-])o2)C1C (stereo unspecified),i,1.7,-9%,
CCOC(=O)c1cc(OC(=O)Cc2ccc(OC)c(S(=O)(=O)N3CCOCC3)c2)cc(C(=O)OCC)c1,i,1.3,-10%,
C[C@H](CO)N1C[C@H](C)[C@H](CN(C)C(=O)OCc2ccccc2)OCc2cnnn2CCCC1=O,i,0.4,5%,
C=CC(=O)N(CCC)C(c1ccccc1)c1ccccc1OC (stereo unspecified),i,0.8,-2%,
Cc1c(C(=O)NCC2CCCO2)oc2ccccc12 (stereo unspecified),i,1.5,-4%,
NC(=O)c1ncn([C@@H]2O[C@H](CNCc3c(OCc4ccccc4F)ccc4ccccc34)[C@@H](O)[C@H]2O)n1,i,0.3,1%,NS5 inhibitors pilot replicate=-3.7
COc1ccc(CCN2CC(C(=O)NCc3cnn(C)c3)CCC2=O)cc1 (stereo unspecified),i,1.3,3%,
CN(C(=O)COC(=O)Cc1ccc(Cl)cc1)C1CCCCC1,i,0.7,-2%,
COc1cc(NCCCn2ccc(NC(=O)OCc3ccccc3)nc2=O)cc(OC)c1OC,i,0.6,16%,
Nc1ccc2c3c(ccc([N+](=O)[O-])c13)CC2,i,0.8,1%,
Cc1ccc(C(C)C)c(O)c1,i,2.2,-6%,
COc1cc(C(=O)OCc2cc(=O)n3ccsc3n2)ccc1OC(C)C,i,1.2,-2%,
C=CCN1C(=O)C(CC(=O)O)S/C1=N/N=C/c1ccc(N(CC)CC)cc1 (stereo unspecified),i,1.7,-1%,

# (more compounds)
SMILES,Myeloid diff MLP,Myeloid diff MLP GFP+ MAC1+ %,NS5 inhibitors,others
COc1ccc(S(=O)(=O)N(C)C[C@H]2OCCCC[C@H](C)Oc3ccc(N(C)C)cc3C(=O)N([C@H](C)CO)C[C@@H]2C)cc1,i,0.3,6%,
COc1ccc(C2/C(=C(/O)c3cnn(-c4ccccc4)c3C)C(=O)C(=O)N2CCN(C)C)cc1OC (stereo unspecified),i,0.4,-10%,
O=C(OCC(=O)N1CCCc2ccccc21)c1cc(S(=O)(=O)N2CCOCC2)ccc1F,i,0.1,-9%,
CC1CCCC(NC(=O)COC(=O)c2ccc([N+](=O)[O-])s2)C1C (stereo unspecified),i,1.3,-4%,
COc1ccc(CC(=O)Nc2cccc(C(C)=O)c2)cc1S(=O)(=O)N1CCOCC1,i,0.5,-2%,
CCCCN(C(=O)C1CCC1)c1c(N)n(Cc2ccccc2)c(=O)[nH]c1=O,i,0.6,4%,
COc1cccc(S(=O)(=O)N(C)C[C@@H]2Oc3ncc(C#CCN(C)C)cc3C(=O)N([C@H](C)CO)C[C@H]2C)c1,i,0.4,-3%,
O=C(NCc1ccc(F)cc1)C1CC(=O)N(C2CCCC2)C1 (stereo unspecified),i,1.6,-7%,

# Assay outcomes (PubChem BioAssay)
